SUMO HTRF inh – SUMOylation inhibition | P63279 | HTRF SUMOylation assay, SAE1/SAE2 + UBC9, in vitro | inhibition, % at 35 µM | hit rate 0.36% among 290,000 | AID 2006; in the data active = inhibition above about 50%, passing the limit was not always enough; inconclusive = no clear call, values can overlap the other calls; also: strong numbers were not always called active
Target sequence (P63279 whole entry, looked up): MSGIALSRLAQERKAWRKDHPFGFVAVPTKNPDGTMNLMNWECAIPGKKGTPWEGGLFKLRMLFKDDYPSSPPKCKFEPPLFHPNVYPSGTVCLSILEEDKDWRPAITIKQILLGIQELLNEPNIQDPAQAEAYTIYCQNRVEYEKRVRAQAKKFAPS
MEKK3 PB1 HTS – raises or lowers MEK5 binding to the human MEKK3 PB1 domain; Q99759; bead-based flow cytometry, Alexa488-MEK5 binding to MEKK3; actives lie on both sides; 0 = blocked by unlabeled MEK5, 100 = vehicle; binding response (% of control), % at 10 µM; hit rate 1.4% among 290,000; AID 1529;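 active = binding response more than 3 SD above or below the average of its plate-row segment, actives on both sides; inconclusive = wells at one plate position flagged as instrument error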;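 also: Alexa488 bead fluorescence after subtracting the streptavidin-only scavenger bead signal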
Target sequence (Q99759 whole entry, looked up, the tested form may be a part): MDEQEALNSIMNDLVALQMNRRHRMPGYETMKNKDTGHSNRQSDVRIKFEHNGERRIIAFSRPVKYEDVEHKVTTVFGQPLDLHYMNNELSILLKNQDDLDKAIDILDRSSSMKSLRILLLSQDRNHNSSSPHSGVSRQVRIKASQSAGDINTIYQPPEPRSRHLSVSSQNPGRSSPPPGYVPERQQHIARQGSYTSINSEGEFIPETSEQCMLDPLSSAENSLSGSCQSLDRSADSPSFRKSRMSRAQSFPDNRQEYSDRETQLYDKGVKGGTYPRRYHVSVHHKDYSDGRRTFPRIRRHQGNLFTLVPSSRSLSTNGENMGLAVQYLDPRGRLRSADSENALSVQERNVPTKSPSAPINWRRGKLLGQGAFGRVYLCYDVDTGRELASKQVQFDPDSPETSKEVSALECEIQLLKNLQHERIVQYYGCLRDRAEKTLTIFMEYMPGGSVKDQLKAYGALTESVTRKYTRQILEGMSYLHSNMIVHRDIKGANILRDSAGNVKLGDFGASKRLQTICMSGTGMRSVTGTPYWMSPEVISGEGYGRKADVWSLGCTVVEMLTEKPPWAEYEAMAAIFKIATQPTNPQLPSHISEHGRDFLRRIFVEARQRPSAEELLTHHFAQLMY
MEKK2 mut-MEK5 – signal of MEK5 binding to mutant human MEKK2 PB1 domain; hit rate 0.35% among 290,000; bead flow cytometry, Alexa488-MEK5 binding to MEKK2 mutant; percent response, % at 10 µM; AID 1530; in the data active = percent response above about 24%, passing the limit was not always enough; also: inactives centre near 1; some results filed as inactive read as strong as hits
NS3 helicase inh – HCV NS3 helicase inhibition | hit rate 0.56% among 290,000 | inhibition, % at 10.9 µM | NS3 helicase DNA unwinding, Cy5 molecular beacon fluorescence;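 active = inhibition above the mean of all tested compounds plus 3 SD, set per campaign, cut at about 35% in these data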;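 also: 0% = DMSO wells and 100% = thioflavine S control wells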
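Material: hepatitis C virus NS3 helicase domain fragment enzyme; measured by: Cy5 fluorescence, 0 and 60 min reads; control set: DMSO and thioflavine S; incubation: 60 min unwinding reaction at 25 °C after ATP addition; read-out basis: % inhibition from 60/0 min fluorescence ratio, DMSO 0%, thioflavine S 100%; repeats: singlicate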
CRFBP-R2 agonist – agonists of human CRF-binding protein/CRF-R2 receptor complex. HEK293 CRF-R2/CRF-BP, calcium dye fluorescence (FLIPR); percent of saturating CRF peptide response. activation, % at 13.2 µM. hit rate 0.46% among 350,000;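 active = activation of at least 50%, plus an integration ratio under a set limit after plate pattern correction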;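 also: plate controls were neutral control wells without compound for no effect and CRF at EC100 for full effect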
FID counter – displaces DNA intercalator in HCV helicase counter-screen. DNA fluorescent intercalator displacement, fluorescence. hit rate 0.17% among 290,000. inhibition, % at 7.9 µM. AID 1845; in the data active = inhibition above about 37%;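 also: 0% = vehicle and 100% = reference compound; higher means more ethidium bromide displaced from hairpin DNA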
MEKK2wt PB1 HTS – raises or lowers MEK5 binding to wildtype human MEKK2 PB1 domain; Q9Y2U5; bead flow cytometry, Alexa488-MEK5 binding to MEKK2 WT; actives lie on both sides; binding response (% of control), % at 10 µM; hit rate 1.1% among 290,000; AID 1531; in the data active = binding response below about 67% or above about 130%; inconclusive = no clear call, values can overlap the other calls; inactive = in between
CRFR2-BP antag – CRF-BP/CRF-R2 complex antagonism; HEK293 CRF-R2/CRF-BP, CRF-induced calcium fluorescence; inhibition, % at 11.8 µM; hit rate 0.59% among 350,000; AID 588475;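 active = inhibition of the ligand-induced calcium signal above about 50% at the single tested concentration, limit read from the data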
GalR3 antagonist – antagonists of human GalR3; O60755; HEK293 GalR3-CNG cAMP membrane potential fluorescence; galR3 body fused to GalR1 C-terminus; inhibition, % at 3 µM; hit rate 0.44% among 360,000;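 active = inhibition above the screen-wide average plus 3 SD, cut at about 13% in these data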;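 also: forskolin and galanin both at EC90 stimulate the cells; cAMP rise reported by CNG channel membrane potential dye signal; 0% = forskolin plus galanin with DMSO and 100% = forskolin alone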
* marks the source's active call; other numbers are inactive results; ? = inconclusive. Not all compounds are listed; count on the stated rates, not on these rows.

SMILES | SUMO HTRF inh | MEKK3 PB1 HTS | MEKK2 mut-MEK5 | NS3 helicase inh | CRFBP-R2 agonist | FID counter | MEKK2wt PB1 HTS | CRFR2-BP antag | GalR3 antagonist
CC(=O)C1=C(O)C(=O)N(c2nccs2)C1c1ccccc1 (stereo not drawn) | 14 | 101 | 2 | -1 | -2.6 | -2 | 102 | 94* | 4
O=C(CN1CCN(c2ccccc2)CC1)c1c[nH]c2ccccc12 | 13 | 101 | 6 | -15 | 3.6 | -1 | 106 | -7 | -10
O=C(CNc1cc(S(=O)(=O)N2CCOCC2)ccc1NCC1CCCO1)Nc1ccccc1F (stereo not drawn) | 13 | 96 | 4 | 3 | -1.4 | -27 | 95 | 13 | 2
CSc1ccc(S(=O)(=O)N2CCC(C(=O)NCc3ccccn3)CC2)cc1 | 10 | 101 | 1 | 13 | 1.1 | -22 | 97 | -8 | -9
O=C(CCCCCN1C(=O)c2ccccc2C1=O)Nc1ccc2c(c1)OCCO2 | -2 | 107 | 6 | 3 | -3.4 | -21 | 109 | 4 | -3
CCOc1ccc(/C=C2/SC(=S)N(C(C(=O)O)c3ccccc3)C2=O)cc1OCC (stereo not drawn) | 25 | 100 | 0 | 20 | 10 | -28 | 98 | 39 | -6
CCC(=O)Nc1ccc(NC(=O)c2c(C)nc3ccccn23)cc1 | 18 | 99 | 0 | -3 | -3.3 | 9 | 100 | 14 | 1
COc1ccc(C2=CSC3=NCCN23)cc1 | 12 | 99 | 3 | -6 | -0.6 | -5 | 104 | -4 | -9
Cc1ccc(-c2ccc(S(=O)(=O)N3CCCC3)cc2)cc1 | 14 | 101 | 2 | 4 | -1.1 | -1 | 101 | 9 | 1
CCCCSc1nnc(CNC(=O)C23CC4CC(CC(C4)C2)C3)n1Cc1ccccc1 | 5 | 96 | 4 | -9 | -1.2 | -43 | 107 | -30 | -5
O=C(CSc1ncccn1)N1CCN(Cc2ccccc2)CC1 | 10 | 107 | 4 | -4 | -0.4 | -9 | 107 | 11 | -3
CCOc1ccc2ccccc2c1CNc1nnnn1CC | 19 | 103 | 6 | -5 | -0.4 | -15 | 100 | 0 | -2
CCn1c(CN2CCCCCC2=O)nnc1SCc1cnc(-c2ccccc2)s1 | 28 | 96 | -5 | -26 | 2.0 | -23 | 97 | 6 | -5
CCC(O)CNC(=O)NC(=C(Cl)Cl)c1ccc(C)c(F)c1 (stereo not drawn) | 2 | 104 | -1 | 0 | -1.3 | -2 | 103 | -8 | -5
Cc1ccc(CC2SC(=Nc3ccccc3)N(c3ccccc3)C2=O)cc1 (stereo not drawn) | -41 | 95 | -2 | 3 | 8.5 | -22 | 93 | -11 | -1
Cn1c(C(=O)N2CCN(C(=O)c3ccco3)CC2)cc2c(=O)n3ccccc3nc21 | 58* | 138* | 6 | -3 | 1.1 | -10 | 129 | 19 | -4
O=C(c1cccc(S(=O)(=O)Nc2ccccc2Cl)c1)N1CCN(C(=O)c2ccco2)CC1 | 9 | 101 | 1 | 19 | -3.0 | -19 | 99 | -3 | -7
Cn1cc(Br)c(NC(=O)/C=C/C(=O)O)n1 | 4 | 103 | -1 | 4 | 0.1 | -7 | 100 | 1 | -2
COc1ccccc1NC(=O)Nc1ccnn1C1CCN(C(=O)c2cccnc2)CC1 | -5 | 97 | 4 | -1 | -0.7 | -5 | 102 | -3 | -8
CCOC(=O)CCC(=O)N1CCNC(=O)C1 | -10 | 106 | 9 | -7 | -0.4 | 1 | 103 | 6 | 0
COc1ccc(S(=O)(=O)Nc2c(C)n(C)n(-c3ccccc3)c2=O)cc1Br | 4 | 114 | 18 | -2 | -1.2 | -19 | 115 | 4 | -11
COC(=O)c1sc(-c2ccc(C(C)(C)C)cc2)cc1NC(=O)COCC(=O)O | 7 | 102 | -3 | -10 | 1.0 | 1 | 99 | 60* | -3
Cc1cc(Br)ccc1OCC(=O)N1CCCCCC1 | -2 | 102 | 0 | 10 | 0.3 | -12 | 99 | 5 | -5
CCCc1[nH]nc2c1C(Cc1ccccc1)C(C#N)=C(N)O2 (stereo not drawn) | 28 | 101 | -1 | -1 | -0.3 | -3 | 97 | 9 | 7
Oc1ccc(Br)cc1/C=N/Nc1ccccn1 | -126 | 99 | 2 | -1 | 1.5 | 1 | 105 | -11 | -15
Cc1ccc2[nH]c(=O)c(CN(C)C(=O)c3ccccn3)cc2c1 | -6 | 97 | 2 | -4 | 1.1 | -9 | 99 | 3 | -2
CCN(CC)S(=O)(=O)c1ccc(C(=O)NCCN2C(=O)S/C(=C\c3cccnc3)C2=O)cc1 | -2 | 105 | 0 | -2 | 0.2 | -16 | 105 | 9 | -2
COCCCNC(=O)CN1C(=O)/C(=C/c2ccccc2)Sc2ccccc21 | 6 | 101 | -4 | -3 | -2.1 | -27 | 98 | 8 | -8
CC(C)c1nnc(NC(=O)CSc2nc3ccccc3s2)s1 | -1 | ? | -21 | -4 | -1.8 | -27 | ? | -26 | -2
O=S(=O)(Nc1ccc2c(c1)OCO2)c1ccccc1 | 0 | 97 | -3 | -2 | -0.8 | 3 | 95 | 2 | -5
O=C(CCCN1C(=O)/C(=C/c2cccs2)SC1=S)Nc1ccc(O)cc1 | -17 | 97 | -8 | 12 | -0.1 | -7 | 91 | -2 | -10
O=C(NC(=O)c1ccccc1)Nc1ccccc1O | 10 | 104 | 7 | 9 | 5.2 | -8 | 103 | -14 | -6
CCCCn1c(=O)c(C(C)=O)c(O)c2ccccc21 | 1 | 105 | 7 | -2 | 1.2 | 0 | 107 | -3 | -3
CS(=O)(=O)N(CC(=O)N1CCCCC1)Cc1ccc(Cl)cc1 | 12 | 98 | -2 | 1 | -3.3 | -13 | 103 | 25 | -4
COc1ccc(C)cc1S(=O)(=O)N1CCC(C(=O)N2CCOCC2)CC1 | -8 | 100 | -3 | 4 | -1.5 | -5 | 93 | 1 | 11
Cc1ccc(-c2ccc(CCC(=O)O)n2-c2cccc(C(=O)O)c2)cc1 | 15 | 107 | 9 | 14 | -2.0 | -28 | 107 | 15 | -11
COc1ccc(NC(=O)CSc2n[nH]c(CNc3cccc(C)c3)n2)cc1 | 2 | 100 | 1 | 4 | 0.4 | -15 | 96 | -10 | -6
CCCCNS(=O)(=O)c1ccc2nc(SCC(=O)Nc3ccccc3Cl)[nH]c2c1 | -8 | 103 | 10 | -28 | -1.6 | -11 | 102 | -58 | -2
CN(Cc1cnn(C)c1)C(=O)c1cc2ccccc2oc1=O | 44 | 103 | -2 | 7 | 0.3 | -3 | 100 | 21 | -2
O=C(Nc1ncc2c(n1)-c1ccccc1OC2)c1ccc(F)cc1 | 28 | 99 | -2 | -3 | -2.9 | 3 | 100 | 0 | -3
CCCCCCc1cc2cc(S(=O)(=O)c3ccc(F)c(Cl)c3)c(=O)oc2cc1O | -9 | 105 | -5 | 10 | 45 | -5 | 98 | -20 | 4
CCOc1ccc(NC(=O)CSc2nc(NS(=O)(=O)c3ccc(C)cc3)cc(=O)[nH]2)cc1 | -23 | 103 | -7 | -20 | -0.4 | -19 | 96 | 5 | -7
CCCCC(CCC(=O)O)(C(=O)OCC)c1csc(Nc2ccc(OCC)cc2)n1 (stereo not drawn) | -8 | 96 | 0 | 85* | -0.3 | -43 | 92 | 4 | 2
COc1ccccc1CCNC(=O)C(=O)NCC1OCCN1S(=O)(=O)c1cccs1 (stereo not drawn) | -8 | 95 | -7 | -12 | 0.7 | -30 | 94 | 9 | 0
O=C(C1Cc2ccccc2CN1S(=O)(=O)c1ccc(F)cc1)N1CCOCC1 (stereo not drawn) | 20 | 103 | 3 | 15 | 0.1 | -18 | 105 | -12 | -6
CNC(=S)N/N=C1\CC(c2ccccc2)Oc2ccccc21 (stereo not drawn) | 2 | 98 | -1 | -2 | -0.8 | -13 | 97 | -7 | -4
CCN(C(=O)COC(=O)c1cncc(Br)c1)C1CCS(=O)(=O)C1 (stereo not drawn) | 5 | 96 | -16 | -21 | -5.1 | -4 | 83 | 20 | -5
Cc1cc(N2CCN(C(c3ccccc3)c3ccc(Cl)cc3)CC2)n2ncnc2n1 (stereo not drawn) | -28 | 116 | -2 | -6 | -0.9 | -20 | 100 | 0 | -2
COc1ccc(C)cc1S(=O)(=O)NC(C)C(=O)NC1CC1 (stereo not drawn) | 3 | 94 | 1 | -2 | 0.9 | -7 | 97 | -5 | -4
Cc1cc(NC(=O)C(=O)NCCN2CCN(S(C)(=O)=O)CC2)ccc1Br | 18 | 109 | 0 | -3 | -0.8 | 1 | 106 | 3 | -3
Cc1cc(C(=O)OCC(=O)Nc2ccc(F)cc2F)c(C)o1 | 18 | 109 | 6 | 2 | 1.2 | -3 | 102 | 10 | 1
O=C(N/N=C/c1cccc(Cl)c1)C1CCCC1 | 13 | 104 | 7 | -2 | -0.2 | -4 | 103 | -13 | -1
O=C(Nc1ccccc1)C1COc2ccccc2O1 (stereo not drawn) | 12 | 105 | 13 | 3 | 2.0 | -2 | 111 | 4 | -2
OC1(CNCc2cn[nH]c2-c2cc3ccccc3o2)CCCCC1 | -6 | 104 | -15 | -1 | -1.2 | 21 | 92 | -58 | -1
Cc1ccc(C)c(NC(=O)CSc2nnc(CNC(=O)c3ccco3)n2C)c1 | 14 | 98 | 5 | 9 | 0.1 | -9 | 94 | 8 | -6
COc1ccc(NC(=O)CSc2nnc(-c3ccoc3C)n2CC2CCCO2)cc1 (stereo not drawn) | 18 | 104 | 4 | 7 | 1.1 | -19 | 105 | 4 | -3
Oc1ccc(/C=N/n2c(-c3ccccc3)n[nH]c2=S)cc1 | 5 | 100 | 0 | -4 | -0.4 | -5 | 100 | -1 | -11
COc1ccc(C(=O)CCC(=O)Nc2ccc(N3CCCCC3)cc2)cc1OC | -9 | 97 | -4 | 0 | 12 | -26 | 96 | -15 | -8
CC1=NN(c2ccccc2)C(=O)C1(C)C | 15 | 104 | 6 | 1 | 0.3 | -2 | 109 | -11 | -1
CC(C)(C)C(=O)NC(=S)Nc1ccc(Cl)c(C(=O)O)c1 | 29 | 79 | -8 | 3 | -2.8 | -6 | 76 | 11 | 5
COc1cc(OC)c(S(=O)(=O)N2CCOCC2)cc1S(=O)(=O)N1CCOCC1 | 0 | 99 | 2 | 0 | 2.2 | -2 | 101 | 18 | -5

Four of the entries above in order of the MEKK3 PB1 HTS value, falling.
SMILES,SUMO HTRF inh,MEKK3 PB1 HTS,MEKK2 mut-MEK5,NS3 helicase inh,CRFBP-R2 agonist,MEKK2wt PB1 HTS,CRFR2-BP antag,GalR3 antagonist
Cc1cc(C(=O)OCC(=O)Nc2ccc(F)cc2F)c(C)o1,18,109,6,2,1.2,102,10,1
COc1ccc(NC(=O)CSc2nnc(-c3ccoc3C)n2CC2CCCO2)cc1 (stereo not drawn),18,104,4,7,1.1,105,4,-3
CCN(C(=O)COC(=O)c1cncc(Br)c1)C1CCS(=O)(=O)C1 (stereo not drawn),5,96,-16,-21,-5.1,83,20,-5
COc1ccc(C)cc1S(=O)(=O)NC(C)C(=O)NC1CC1 (stereo not drawn),3,94,1,-2,0.9,97,-5,-4

Bioassay records: PubChem BioAssay, several laboratories
